TRb-SRC2 inh – inhibitors of human thyroid hormone receptor beta-SRC2 interaction | TRbeta-SRC2 peptide binding, fluorescence polarization; receptor liganded with 1 µM T3 | 280,000 tested, 0.065% active | AID 1469 | Potency, µM (doses to about 106 µM), without a hit: at the highest dose activity change, negative = inhibition, actives largely listed as inhibitors;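 note: plate controls were bound peptide for no effect and peptide without receptor for full effect; nearly all actives have a fitted effect of over 50% in size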
Target sequence (P10828 whole entry, looked up): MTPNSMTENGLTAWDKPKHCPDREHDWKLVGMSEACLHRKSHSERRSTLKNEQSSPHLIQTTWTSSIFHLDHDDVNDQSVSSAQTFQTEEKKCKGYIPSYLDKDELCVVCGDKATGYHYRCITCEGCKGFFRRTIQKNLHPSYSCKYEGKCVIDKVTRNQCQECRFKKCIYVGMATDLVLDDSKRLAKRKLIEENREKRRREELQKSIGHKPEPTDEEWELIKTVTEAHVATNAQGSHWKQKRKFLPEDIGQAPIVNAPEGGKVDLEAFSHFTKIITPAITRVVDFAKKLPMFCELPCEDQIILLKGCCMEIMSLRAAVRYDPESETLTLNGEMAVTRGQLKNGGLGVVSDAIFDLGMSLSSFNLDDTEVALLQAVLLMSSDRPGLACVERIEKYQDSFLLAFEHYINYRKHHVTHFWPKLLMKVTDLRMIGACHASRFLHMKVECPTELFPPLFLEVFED
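TRb LBD 0.6 uM + Texas Red SRC2 peptide 20 nM, 1 uM T3, Tris buffer w/ 5% DMSO; compound pinned, 5 h RT; FP read ex 555/em 632; normalized to unbound and bound controls.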
GoLoco inh red – RGS12 GoLoco-Gai1 interaction inhibition | P63096 | Potency, µM (titrated, usually from 61.6 µM), without a hit: at the highest dose activity, negative = inhibition, actives largely listed as inhibitors | Gai1:RGS12 GoLoco peptide FP, rhodamine, 10 min | 230,000 tested, 0.44% active; active = well fitted inhibition curve with a large enough effect, not every such curve was filed as active; inactive = no such curve, though single readings can be large or run the other way; note: nearly all actives have a fitted effect of over 30% in size; many of its hits are not listed in these tables
Target sequence (P63096 whole entry, looked up): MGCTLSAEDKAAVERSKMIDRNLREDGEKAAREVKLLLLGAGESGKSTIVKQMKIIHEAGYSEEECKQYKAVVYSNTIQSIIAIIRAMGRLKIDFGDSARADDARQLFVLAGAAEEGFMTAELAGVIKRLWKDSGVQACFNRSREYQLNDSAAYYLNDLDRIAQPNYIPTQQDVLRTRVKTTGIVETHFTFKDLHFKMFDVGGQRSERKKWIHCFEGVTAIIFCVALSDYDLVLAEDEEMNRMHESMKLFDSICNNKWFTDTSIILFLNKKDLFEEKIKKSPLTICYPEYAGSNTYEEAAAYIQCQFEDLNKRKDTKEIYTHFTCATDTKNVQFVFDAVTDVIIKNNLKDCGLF
L3MBTL1 inh – L3MBTL1 (human) inhibition. Q9Y468. AlphaScreen L3MBTL1–H3K9me1 peptide binding. 230,000 tested, 0.66% active. Potency, µM (doses to about 57.1 µM), inactives show at the top dose activity, negative = inhibition, hits mostly inhibitors; note: nearly all actives have a fitted effect of over 60% in size
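L3MBTL1 (50 nM) pre-complexed 30 min with biotinylated H3(1-15)K9me1 peptide (75 nM), then compounds added for 30 min at room temperature; AlphaScreen streptavidin donor/nickel chelate acceptor beads (10 ug/mL final) read after 30 min dark incubation.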
GAA glycogen mod – alters human alpha-glucosidase cleavage of glycogen; recombinant GAA, glycogen substrate, Amplex Red glucose oxidase fluorescence; Potency, µM (top dose mostly 76.4 µM), without a hit: top-dose activity change, negative = inhibition, actives largely listed as inhibitors; 300,000 tested, 0.38% active;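 note: 0% = full enzyme reaction and -100% = no-enzyme basal signal; the screen sought inhibitors and activators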
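Natural-substrate format: glycogen cleavage by 4 nM human enzyme, glucose read by Amplex Red coupling (Ex 573, Em 610 nm). Normalized to enzyme and no-enzyme controls.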
aGlu spleen mod – inhibitors or activators of human alpha-glucosidase in spleen homogenate; P10253; human spleen homogenate, 4-MU-alpha-glucoside fluorescence; Potency, µM (titrated, usually from 79.9 µM), for the others: at the highest dose activity change, negative = inhibition, usual class: inhibitors; 240,000 tested, 0.006% active; AID 2112;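 note: 0% = enzyme with vehicle and -100% = no enzyme basal signal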
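Enzyme source: human spleen homogenate, 1 ug/well. Buffer 50 mM citric acid/K phosphate pH 5.0, 0.01% Tween-20. 4-MU-alpha-glucoside 1 mM; 37 C x 40 min; NaOH/glycine stop; fluorescence.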
RECQ1 inh – blocks DNA unwinding by human RECQ1; 240,000 tested, 0.54% active; AID 2549; RECQ1 DNA unwinding, red fluorescence kinetic read; Potency, µM (series often up to 57.3 µM), for the others: at the top dose activity, negative = inhibition, hits mostly inhibitors; P46063;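 note: plate controls were vehicle for no effect and no enzyme for full effect; nearly all actives have a fitted effect of over 30% in size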
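RECQ1T1 50 nM; forked duplex (20 bp + 30-nt ss tails) 200 nM, ATP 2 mM final; pH 8.0, 2 mM MgCl2, 2.5 ug/ml poly(dI-dC); 15 min compound preincubation; discontinuous kinetic read over 2 h at RT.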
GAA inhib – inhibitors of human lysosomal alpha-glucosidase; AID 1466; purified human GAA, 4-MU-alpha-glucoside fluorescence; P10253; 200,000 tested, 0.005% active; Potency, µM (doses to about 76.9 µM), for inactives: at the top dose activity change, negative = inhibition, hits mostly inhibitors;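 note: plate controls were uninhibited enzyme wells for no effect and no-enzyme background for full effect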
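Fluorogenic assay: 4 nM human alpha-glucosidase with 400 uM 4-methylumbelliferyl-alpha-D-pyranoside in 50 mM citrate/phosphate, 0.005% Tween-20, pH 5.0, 20 min at room temperature. Compounds tested up to 77 uM; AC50 from Hill fits.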
TexasRed fluor – Texas Red fluorescence interference in TRb-SRC2 counter-screen | TRb/SRC2 Texas Red total fluorescence interference | Potency, µM (titrated, usually from 106 µM), for the others: at the top dose fluorescence change, negative = quenching | 280,000 tested, 0.29% active | AID 1479; active = well fitted curve in either direction with a large enough effect; inconclusive = small, poorly fitted or top-dose-only effect
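Human TRβ ligand-binding domain (0.6 uM) and Texas Red SRC2 peptide (20 nM) in Tris buffer with 1 uM T3 and 5% DMSO were incubated with pinned compound for 5 hr at ambient temperature. Total fluorescence was computed as S + 2P (555/632 nm).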
The depositor's hits bear a star; i = inactive; ? = inconclusive; nt = not tested or not shown; & = joins results of further samples; [ ] = remark or other dose. Unless noted, calls come from the whole dose curve; as a rule, active = well fitted curve in the direction sought with a large enough effect; inconclusive = small, poorly fitted or top-dose-only effect, or another doubt; inactive = no such curve, though single readings can be large; an effect the other way counts as inactive or inconclusive. Unless noted, % is set by controls: 0 for no effect and ±100 for the full control effect; potency is the fitted concentration of half-maximal effect. Some of the compounds tested; rates above refer to the full screens.

Field names – A = TRb-SRC2 inh; B = GoLoco inh red; C = L3MBTL1 inh; D = GAA glycogen mod; E = aGlu spleen mod; F = RECQ1 inh; G = GAA inhib; H = TexasRed fluor
Compound: CCCc1ccc(C(C)NC(=O)c2cnccn2)cc1 (centres undefined)
  A: 3%; B: 12%; C: 0%; D: -6%; E: -1%; F: -6%; G: -1%; H: 3%
Compound: O=C(CSc1nnc(-c2cccs2)n1Cc1ccccc1)NCc1ccc2c(c1)OCO2
  A: -6%; B: 2%; C: nt; D: 3%; E: -12%; F: -11%; G: 4%; H: 0%
Compound: Cn1c(=O)oc2cc(S(=O)(=O)N3CCCC3)ccc21
  A: -3%; B: -17%; C: nt; D: -2%; E: 0%; F: 1%; G: -6%; H: -1%
Compound: O=C(O)Cn1ncn(-c2ccc(OC(F)(F)F)cc2)c1=O
  A: -2%; B: 4%; C: -6%; D: -17%; E: -16%; F: -1%; G: -5%; H: 0%
Compound: CCOC(=O)NCCOC(=O)Nc1ccc(Cl)cc1
  A: -1%; B: 4%; C: ?; D: -5%; E: 1%; F: -13%; G: -7%; H: -1%
Compound: CCn1nc(C)cc1C(=O)N1CCc2c([nH]c3ccccc23)C1c1cc(F)ccc1F (centres undefined)
  A: -2%; B: 1%; C: -16%; D: -9%; E: -6%; F: ?; G: nt; H: -4%
Compound: CC1CCCN(CCCOc2ccc(Cl)cc2Br)C1 (centres undefined)
  A: -3%; B: 2%; C: 6%; D: -9%; E: 2%; F: -2%; G: -8%; H: -3%
Compound: O=c1c(C(c2ccccc2)c2c(O)nc3n(c2=O)CCCS3)c(O)nc2n1CCCS2
  A: -23%[53 µM]; B: -19%; C: 29%; D: 10%; E: -3%; F: -15%; G: -5%; H: -1%[53 µM]
Compound: CCN1C(=O)/C(=C/c2cn(C)nc2C)SC1=S
  A: -8%; B: -11%; C: nt; D: 10%; E: -9%; F: i; G: 2%; H: 0%
Compound: O=C(NC1CCS(=O)(=O)C1)/C(=C\c1ccccc1)NC(=O)c1ccccc1 (centres undefined)
  A: 3%; B: 6%; C: 4%; D: -1%; E: 7%; F: 0%; G: 5%; H: 3%
Compound: Cc1ccc(S(=O)(=O)NC(C)(C)CSc2nnc(Nc3ccccc3)s2)cc1
  A: -4%; B: -5%; C: nt; D: -4%; E: 1%; F: -13%; G: -5%; H: -3%
Compound: Cc1ccc(Cl)cc1-n1ncc2c(NNC(=O)c3ccco3)ncnc21
  A: -3%; B: 7%; C: nt; D: -8%; E: -3%; F: -2%; G: -12%; H: 1%
Compound: COc1ccc(S(=O)(=O)N(C)C)cc1NCC(=O)Nc1ccc(F)cc1F
  A: 0%[53 µM]; B: -4%; C: -18%; D: 1%; E: 2%; F: 7%; G: -3%; H: 0%[53 µM]
Compound: CC(=O)Nc1ccc(S(=O)(=O)Nc2nc(CN3CCOCC3)nc3sc4c(c23)CCCC4)cc1
  A: -10%; B: 24%; C: nt; D: 1%; E: 7%; F: i; G: -1%; H: -3%
Compound: Cn1c(=O)oc2cc(S(=O)(=O)NCCC(=O)NC3CCCc4ccccc43)ccc21 (centres undefined)
  A: 2%; B: 6%; C: 10%; D: -9%; E: -8%; F: -11%; G: 2%; H: 1%

Quoted at random: 6 records from the list, in no set order.
Field names – A = TRb-SRC2 inh; B = GoLoco inh red; C = L3MBTL1 inh; D = GAA glycogen mod; E = aGlu spleen mod; F = RECQ1 inh; G = GAA inhib; H = TexasRed fluor
Compound: O=C(CSc1nnc(-c2cccs2)n1Cc1ccccc1)NCc1ccc2c(c1)OCO2
  A: -6%; B: 2%; C: nt; D: 3%; E: -12%; F: -11%; G: 4%; H: 0%
Compound: Cc1ccc(Cl)cc1-n1ncc2c(NNC(=O)c3ccco3)ncnc21
  A: -3%; B: 7%; C: nt; D: -8%; E: -3%; F: -2%; G: -12%; H: 1%
Compound: COc1ccc(S(=O)(=O)N(C)C)cc1NCC(=O)Nc1ccc(F)cc1F
  A: 0%[53 µM]; B: -4%; C: -18%; D: 1%; E: 2%; F: 7%; G: -3%; H: 0%[53 µM]
Compound: CC1CCCN(CCCOc2ccc(Cl)cc2Br)C1 (centres undefined)
  A: -3%; B: 2%; C: 6%; D: -9%; E: 2%; F: -2%; G: -8%; H: -3%
Compound: O=C(O)Cn1ncn(-c2ccc(OC(F)(F)F)cc2)c1=O
  A: -2%; B: 4%; C: -6%; D: -17%; E: -16%; F: -1%; G: -5%; H: 0%
Compound: CCOC(=O)NCCOC(=O)Nc1ccc(Cl)cc1
  A: -1%; B: 4%; C: ?; D: -5%; E: 1%; F: -13%; G: -7%; H: -1%

More records
Field names – A = TRb-SRC2 inh; B = GoLoco inh red; C = L3MBTL1 inh; D = GAA glycogen mod; E = aGlu spleen mod; F = RECQ1 inh; G = GAA inhib; H = TexasRed fluor
Compound: Cc1ccc(OCCC(=O)OCC(=O)Nc2ccc(Cl)cn2)cc1
  A: 7%; B: 11%; C: ?; D: 0%; E: -3%; F: -10%; G: 1%; H: 3%
Compound: COc1ccc(-c2csc(NC(=O)COC(=O)C3=COCCO3)n2)cc1
  A: -1%; B: 17%; C: 25%; D: 7%; E: -2%; F: -4%; G: 6%; H: 3%
Compound: CCn1c(Cc2ccccc2)nnc1SCC(=O)Nc1nc(C)c(C)s1
  A: -5%; B: -14%; C: nt; D: 9%; E: 3%; F: i; G: 1%; H: -5%
Compound: CCc1ccccc1NC(=O)N[C@H](C(=O)O)C(C)C
  A: -12%; B: 9%; C: nt; D: 8%; E: -1%; F: -3%; G: 4%; H: -2%
Compound: CCOC(=O)C1=C(c2ccccc2)N=c2s/c(=C\c3cccc(O)c3)c(=O)n2C1c1cccs1 (centres undefined)
  A: -3%; B: 7%; C: -6%; D: -9%; E: -1%; F: -25%; G: ?; H: -1%
Compound: COc1ccc(-c2noc(-c3ccccc3C(=O)Nc3cccnc3)n2)cc1
  A: -2%; B: 13%; C: nt; D: 0%; E: 3%; F: ?; G: 2%; H: 0%
Compound: O=C(c1cnsn1)N1CCC(CO)(Cc2ccc(Cl)cc2)CC1
  A: 3%; B: -2%; C: 14%; D: 0%; E: 4%; F: 5%; G: -2%; H: -1%
Compound: Cc1cc(C)c(-n2c(SCCS(=O)(=O)c3ccc(F)cc3)n[nH]c2=O)c(C)c1
  A: 4%; B: 0%; C: 5%; D: 0%; E: -15%; F: -14%; G: -7%; H: -3%
Compound: CCc1ccc(N2CC(O)(c3cccs3)[N+]3=C2SCCC3)cc1 (centres undefined)
  A: 4%; B: 5%; C: 3%; D: 19%; E: 5%; F: 12%; G: 4%; H: 1%
Compound: O=C(c1ccco1)N1CCN(C(c2ccccn2)c2nnnn2C2CCCC2)CC1 (centres undefined)
  A: -11%; B: 1%; C: -14%; D: 4%; E: -3%; F: 13%; G: 1%; H: -1%
Compound: CCS(=O)(=O)NCC(c1ccco1)N1CCN(c2ccccc2F)CC1 (centres undefined)
  A: 1%; B: -2%; C: -13%; D: 5%; E: -1%; F: -10%; G: -15%; H: -5%
Compound: CCCC(=O)Nc1cccc(C(=O)Nc2nccs2)c1
  A: -6%; B: 5%; C: -1%; D: -18%; E: -6%; F: -5%; G: -12%; H: -6%
Compound: c1csc(-c2nc3nc4ccccc4nc3n2Cc2ccc3c(c2)OCO3)c1
  A: -7%; B: 10%; C: -2%; D: -5%; E: 7%; F: -3%; G: -3%; H: 0%
Compound: Brc1c(CSc2nc3ccccc3s2)nc2ncccn12
  A: -5%; B: 7%; C: 9%; D: 8%; E: 0%; F: -12%; G: -2%; H: 8%
Compound: COC(=O)Cc1c(O)ccn(CCc2ccccc2)c1=O
  A: 0%; B: 16%; C: ?; D: 19%; E: -10%; F: i; G: 14%; H: 0%
Compound: CN1CCN(CC(=O)Nc2sc3c(c2C#N)CCC(C(C)(C)C)C3)CC1 (centres undefined)
  A: 0%; B: 14%; C: 1%[11.4 µM]; D: 2%; E: -6%; F: 1%; G: -1%; H: -1%
Compound: CC1=C(C(=O)OCC2CCCO2)C(c2ccc(F)cc2)NC(=O)N1 (centres undefined)
  A: -1%; B: 5%; C: 15%; D: 14%; E: 4%; F: 4%; G: 4%; H: -3%
Compound: COc1ccc(OCC(=O)NNC(=O)c2c(-c3ccccc3Cl)noc2C)cc1
  A: 1%; B: 8%; C: 1%; D: 2%; E: -1%; F: -8%; G: 1%; H: -5%
Compound: O=C(OCc1cc2ccccc2[nH]c1=O)c1ccc([N+](=O)[O-])cc1
  A: -6%; B: 2%; C: nt; D: 1%; E: -1%; F: 18%; G: nt; H: -1%
Compound: COc1cccc(NC(=O)c2ccccc2-c2nc(-c3ccc(F)cc3)no2)c1
  A: -20%; B: 4%; C: 6%; D: -13%; E: 6%; F: -12%; G: ?; H: 3%
Compound: COc1ccc(C(=O)/C=C/Nc2cccc(O)c2)cc1
  A: -7%; B: -2%; C: nt; D: -9%; E: -17%; F: -7%; G: -5%; H: -7%
Compound: CCOC(=O)c1cc2c(=O)n3ccccc3nc2n(CC(C)C)c1=NC(=O)c1c(-c2c(F)cccc2Cl)noc1C
  A: 2%&-2%; B: 27%; C: -1%; D: 11%[76.3 µM]; E: -5%; F: 2%; G: -2%; H: 0%&8%
